FBA Mtb inh: inhibits M. tuberculosis FBA enzyme | 360,000 compounds, 2.3% hits | AID 588726 | inhibition, % at 1 µM | P9WQA3 | purified M. tuberculosis FBA, fluorescence read-out; in the data active means inhibition above about 27%;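 further: 0% = vehicle and 100% = reference inhibitor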
Target sequence (P9WQA3 whole entry, looked up): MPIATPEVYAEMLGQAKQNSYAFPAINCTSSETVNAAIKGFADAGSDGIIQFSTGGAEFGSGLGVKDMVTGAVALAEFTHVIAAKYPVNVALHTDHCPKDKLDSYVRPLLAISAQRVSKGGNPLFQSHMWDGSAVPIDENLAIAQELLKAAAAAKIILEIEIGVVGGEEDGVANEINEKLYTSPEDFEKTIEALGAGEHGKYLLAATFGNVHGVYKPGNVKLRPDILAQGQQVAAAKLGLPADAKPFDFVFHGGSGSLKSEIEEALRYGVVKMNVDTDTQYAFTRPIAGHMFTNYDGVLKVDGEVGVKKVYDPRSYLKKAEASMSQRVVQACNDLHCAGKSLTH
GDH-TPI inh: GDH-TPI coupled enzyme inhibition counter-screen; GDH-TPI coupled enzyme counterscreen, NADH absorbance; inhibition, % at 4.8 µM; 360,000 compounds, 1.2% hits; in the data active means inhibition above about 30%;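 further: 0% = DMSO wells and 100% = wells lacking the enzyme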
VHR inh abs: inhibitors of human VHR1 phosphatase (DUSP3); P51452; recombinant VHR phosphatase, pNPP absorbance; inhibition, % at 13.3 µM; 290,000 compounds, 0.52% hits; AID 1654; in the data active means inhibition above about 50%; further: some compounds called inactive have numbers as strong as hits
Target sequence (P51452 whole entry, looked up): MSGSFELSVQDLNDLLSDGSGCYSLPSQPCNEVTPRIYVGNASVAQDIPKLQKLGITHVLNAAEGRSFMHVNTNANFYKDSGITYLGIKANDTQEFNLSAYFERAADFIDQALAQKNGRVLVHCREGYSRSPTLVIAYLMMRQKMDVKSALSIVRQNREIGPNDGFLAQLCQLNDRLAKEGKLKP
SSB-PriA inh: inhibitors of Klebsiella pneumoniae PriA binding to SSB C-terminal tail; AID 1272365; AlphaScreen SSBct-PriA binding, biotinylated peptide; 430,000 compounds, 0.6% hits; inhibition, % at 33 µM; in the data active means inhibition mostly above about 37%, no sharp cut-off; inactive means mostly below about 20%;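 further: plate controls were negative control peptide for no effect and reference peptide for full effect; strong numbers were not always called active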
BioA inh: blocks M. tuberculosis BioA enzyme activity; AID 602481; purified M. tuberculosis BioA enzyme, plate reader; 360,000 compounds, 0.096% hits; inhibition, % at 9.99 µM; in the data active means inhibition above about 40%
BH1578 lux ind: quorum light induction in luxS cqsA deficient V. cholerae; V. cholerae BH1578 lux reporter, luminescence, 6 h; activation, % at 18.7 µM; 350,000 compounds, 0.16% hits; AID 588436; in the data active means activation mostly above about 9.7%, no sharp cut-off; further: not every result past the cut was called active; inactives centre near 0; reference of the scale not given here
MazEF act: MazEF (E. coli) toxin RNase activation; activation, % at 20 µM; FAM/BHQ RNA-DNA oligo cleavage fluorescence, 5 h; 350,000 compounds, 0.32% hits; P0AE70; in the data active means activation above about 50%
Target sequence (P0AE70 whole entry, looked up): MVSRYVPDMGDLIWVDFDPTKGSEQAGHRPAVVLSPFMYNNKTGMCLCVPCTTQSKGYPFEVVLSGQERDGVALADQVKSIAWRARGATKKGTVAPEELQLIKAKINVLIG
Mtb UGM inh: Mtb UDP-galactopyranose mutase inhibition; P9WIQ1; purified UGM, fluorescence polarization probe displacement; inhibition, % at 10 µM; 320,000 compounds, 0.06% hits; AID 504406; in the data active means inhibition above about 10%, passing the limit was not always enough
Target sequence (P9WIQ1 whole entry, looked up): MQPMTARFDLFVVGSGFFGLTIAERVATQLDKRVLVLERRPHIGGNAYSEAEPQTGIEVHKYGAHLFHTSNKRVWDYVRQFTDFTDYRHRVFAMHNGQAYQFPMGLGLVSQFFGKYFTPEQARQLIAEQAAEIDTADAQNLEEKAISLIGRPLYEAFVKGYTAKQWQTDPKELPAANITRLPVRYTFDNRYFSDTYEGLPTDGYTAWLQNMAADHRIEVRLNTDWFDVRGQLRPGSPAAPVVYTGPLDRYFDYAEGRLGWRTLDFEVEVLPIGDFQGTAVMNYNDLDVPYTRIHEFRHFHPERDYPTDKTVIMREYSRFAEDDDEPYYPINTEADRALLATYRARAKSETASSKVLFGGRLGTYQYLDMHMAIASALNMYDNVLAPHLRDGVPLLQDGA
SARS 3CLpro inh: SARS-CoV 3CLpro protease inhibition. recombinant SARS-CoV 3CLpro, quenched FRET peptide cleavage. inhibition, % at 6 µM. 290,000 compounds, 0.14% hits; in the data active means inhibition above about 12%
Rv3671c inh: Rv3671c (M. tuberculosis) protease inhibition. inhibition, % at 5.96 µM. 320,000 compounds, 0.048% hits. P9WHR9; in the data active means inhibition above about 38%;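 further: extracellular domain of Rv3671c used as enzyme; 0% = enzyme with DMSO and 100% = no enzyme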
* = called active by the depositor; i = inactive; nt = not tested or not shown; + = active, no number. These rows are one share of the data; the hit share may differ from the screen's.

SMILES | FBA Mtb inh | GDH-TPI inh | VHR inh abs | SSB-PriA inh | BioA inh | BH1578 lux ind | MazEF act | Mtb UGM inh | SARS 3CLpro inh | Rv3671c inh
S=c1[nH]c2nc(Cl)c(Cl)nc2[nH]1 | 13.4 | 26.2 | nt | nt | -0.7 | -1.1 | 9.2 | nt | nt | nt
Cc1ccccc1NC(=O)Nc1nc(C2CCC(=O)N2)cs1 (centres undefined) | 1.8 | 12.9 | nt | nt | -1.1 | 0.6 | nt | nt | nt | nt
COc1cccc(CNC(=O)CCC(=O)N2CC(C)Oc3ccccc32)c1OC (centres undefined) | 1.3 | 2.9 | -18.2 | -3.8 | -1.0 | i | 7.9 | 0.0 | -7.0 | 6.1
O=[N+]([O-])c1ccc(O)c(CN2CCCCCC2)c1 | 1.8 | 6.6 | -7.8 | -19.6 | 3.7 | -0.6 | 8.0 | -1.3 | 0.4 | 4.0
Cc1cccc(-n2c(-c3csc(C)c3C)n[nH]c2=S)c1 | 2.1 | 6.9 | 5.0 | 11.6 | -0.5 | -0.4 | 3.4 | 2.2 | -2.6 | 4.7
O=c1c2ccccc2nc(CSc2nnnn2-c2ccccc2)n1-c1ccccc1Cl | 1.5 | -3.0 | 4.4 | -5.5 | -0.8 | i | 1.3 | -4.8 | 3.1 | 3.6
CC(=O)NCCCC(=O)NN1C(=S)N(Cc2ccccc2)C(=O)C1CC(=O)Nc1cccc(C)c1 (centres undefined) | 4.6 | 0.0 | 21.7 | 1.8 | nt | i | 11.9 | -2.8 | 2.9 | 5.8
CC(O)CNc1nc2c(c(=O)n(Cc3ccccc3)c(=O)n2C)n1C (centres undefined) | 1.3 | -3.2 | 14.1 | -8.8 | 3.1 | -0.6 | 4.6 | 0.8 | -0.1 | -0.4
COc1cc(/C=C/C(=O)OCC(=O)N(CC(C)C)c2c(N)n(Cc3ccccc3)c(=O)[nH]c2=O)ccc1O | 3.5 | 24.2 | nt | -33.2 | -2.2 | -0.6 | 7.3 | nt | nt | nt
CCN(CC)S(=O)(=O)c1ccc2c(c1)N(CC(=O)NCc1ccccn1)C(=O)CO2 | -2.0 | 2.5 | 23.3 | 1.9 | 0.7 | i | 11.8 | 1.8 | -3.4 | -2.7
O=S(=O)(c1ccc(Oc2ccc(Br)cc2F)nc1)N1CCCCC1 | -1.2 | 6.4 | nt | -15.1 | -1.7 | i | -0.1 | -1.9 | 0.6 | 1.4
Cc1cc(C)cc(NC(=O)c2ccc(CNc3c(N4CCCC4)c(=O)c3=O)cc2)c1 | -0.5 | -3.7 | 12.5 | -4.0 | 0.0 | -0.7 | 0.0 | -0.5 | 0.0 | -6.4
Cc1c(Cl)cccc1-n1ccnc1SCC(=O)O | 1.6 | -6.4 | 24.9 | -3.5 | 1.0 | -0.3 | 3.3 | 0.3 | 1.3 | 1.8
O=C(Nc1cccc(Cl)c1N1CCCCC1)c1ccc2c(c1)OCCO2 | -1.8 | -2.3 | 2.6 | 4.2 | 0.6 | i | -7.4 | 1.2 | -8.3 | -6.3
CCc1ccc(OCCCC(=O)NCc2ccccc2)cc1 | 0.3 | 0.0 | 1.5 | -20.6 | -1.3 | 0.6 | 0.0 | -2.2 | -0.2 | 4.4
CCOc1ccccc1OCC(=O)OCC(=O)c1c(C)[nH]c2ccccc12 | -3.1 | 4.2 | nt | -18.6 | nt | i | -3.9 | -1.9 | nt | -2.7
Cc1ccc(C(=O)N(C)CC(=O)Nc2ccc(N3CCOCC3)cc2)s1 | -2.8 | 2.8 | nt | 2.0 | -0.1 | 14.3 | -3.2 | 5.8 | nt | 12.3
CCCC(=O)NNC(=O)CCC(=O)Nc1ccccc1Cl | 4.2 | -8.9 | 16.0 | 1.4 | nt | i | 10.5 | -0.8 | 3.8 | 6.4
CN1C(=O)c2ccccc2N(C)C1c1cccc(O)c1 (centres undefined) | 58.6* | -1.5 | -7.8 | 0.0 | 1.4 | -0.7 | 5.6 | 3.4 | 0.6 | -1.0
COc1cc(O)cc2c1C(=O)O[C@@H](C)CCCC(=O)CCCCC2 | 5.6 | 4.0 | 34.4 | -10.0 | -0.7 | 0.8 | -3.1 | 0.3 | -6.5 | -5.2
COc1ccc(N2CCN(C(=O)CSc3nnc(-c4cc5ccccc5cc4O)n3C)CC2)cc1 | 8.7 | 7.8 | 26.1 | 32.7 | -0.8 | -3.8 | -7.0 | 1.9 | 4.2 | -3.7
OCCCNC(=S)NC1CCCC1 | 0.2 | 0.8 | 7.6 | -2.5 | nt | -3.3 | -0.7 | 2.2 | 0.3 | -11.2
Cc1cc(=O)[nH]c2cc(O)ccc12 | + | 0.0 | -20.3 | 1.3 | -0.8 | i | 7.8 | 3.4 | 2.4 | 1.4
O=C(CSc1ccc(Br)cc1)Nc1ccc(N2CCOCC2)cc1 | 8.6 | 10.1 | nt | 2.6 | -0.3 | -0.7 | -3.4 | -0.6 | nt | 5.3
CCCOc1c(Br)cc(/C=N/O)cc1OC | 0.0 | -1.7 | -16.7 | nt | nt | i | -1.4 | 0.5 | -2.0 | 3.1
Cc1noc(C)c1C(=O)OCC(=O)c1ccc[nH]1 | -1.6 | -4.6 | 7.2 | 6.9 | -1.4 | -1.9 | 2.7 | 0.6 | -2.6 | -1.7
CC(C)Oc1ccc(CN=C(N)N=C(N)N)cc1Cl | 4.3 | -1.9 | 12.6 | -1.6 | nt | 2.1 | -4.7 | -0.2 | 4.0 | 1.4
CCN1CCN(CC(=O)Nc2cc(C)c(C)cc2[N+](=O)[O-])CC1 | 1.1 | 0.8 | 3.4 | -5.2 | nt | -2.9 | 7.8 | 1.9 | 2.2 | 1.7
Cc1ccc(CN2C(=O)N/C(=C/c3ccc(-c4ccc(C(=O)O)cc4)o3)C2=O)cc1 | 3.5 | 6.0 | 4.4 | -10.5 | nt | -4.3 | -8.2 | -2.4 | 2.2 | -5.7
Cc1cccc(C(=O)OCC(=O)c2ccc3c(c2)NC(=O)CO3)c1 | -2.1 | -5.2 | nt | -20.1 | nt | -1.0 | -10.1 | -0.5 | nt | -4.8
N#C/C(C(N)=O)=C1/CCCN1Cc1ccccc1 | 0.0 | 3.5 | nt | -0.4 | 0.7 | -0.6 | -1.6 | 3.6 | nt | -0.4
Cc1ccc(CNC(=O)c2ccc(CS(=O)(=O)c3ccccc3C)o2)cc1 | 1.8 | 6.3 | 7.4 | 7.3 | nt | i | 1.6 | -0.2 | 0.4 | -7.4
Cc1nn(C)c(Cl)c1CN1CCN(CCC(C)C)C(CCO)C1 (centres undefined) | -2.1 | -2.3 | 4.3 | -0.2 | -1.1 | -2.3 | 14.6 | -0.1 | -1.8 | -7.4
COc1ccccc1Oc1ccc2c(c1)C(=O)N(c1ccccc1)C2=O | -1.3 | -0.9 | -11.8 | -9.6 | -2.4 | i | 0.7 | -3.5 | 8.2 | -2.9
CC(C)N1CCSC1=S | 1.4 | -0.4 | nt | -21.7 | -0.4 | i | 14.0 | nt | nt | nt
CCc1nc2ccc(C(=O)Nc3ccc(OC)c(OC)c3)cn2c1N(C)C(=O)Cc1ccccc1 | -2.0 | 6.6 | nt | nt | 0.7 | -0.6 | nt | nt | nt | nt
CS(=O)(=O)c1ccc(-c2cc(NC=O)c3ncc(-c4ccc(F)cc4)n3c2)cc1 | 1.3 | -6.7 | nt | nt | -1.1 | i | nt | nt | nt | nt
COc1ccc(NC(=O)c2ccc(COCC(F)(F)F)cc2)cc1OC | -0.2 | 14.0 | 1.2 | -0.1 | nt | -0.3 | 6.6 | -1.5 | -0.3 | 11.7
COc1cc(OC)c2c(-c3cccc(-c4ccc(CO)cc4)c3)cc(=O)oc2c1 | 4.0 | 2.7 | nt | -8.3 | 0.5 | 2.0 | -5.7 | nt | nt | nt
COCCOC(=O)C1=C(C)NC2=C(C(=O)CC(C)(C)C2)C1c1cccnc1 (centres undefined) | 38.7* | 0.9 | -7.7 | -9.9 | 5.5 | 0.0 | 6.6 | -0.4 | -5.9 | -5.5
Cc1ccc(NCc2nnc3n2CCCCC3)c(C)c1 | 0.8 | -7.4 | 1.5 | 3.1 | nt | -0.4 | 0.6 | 0.2 | 1.7 | 7.6
CC1=CC(C)C2(CO)COC(c3ccccc3O)C1C2C (centres undefined) | 2.5 | -6.9 | -8.1 | -4.0 | 3.6 | -6.9 | 2.4 | -1.8 | 4.9 | -3.9
CC(C)(C)c1ccc(CNC(=O)C2CCCN2C(=O)Nc2ccccc2)cc1 (centres undefined) | 0.8 | -5.0 | -11.0 | -7.5 | -1.0 | i | 6.8 | 0.0 | 1.1 | -3.4
CN(Cc1ccccc1)C(=C(Cl)Cl)/C(=C1/NCCN1C)[N+](=O)[O-] | -1.0 | 3.0 | 19.0 | -4.6 | nt | i | -17.4 | 0.1 | 2.2 | 9.0
COc1ccc(C(=O)/C=C/c2ccc(OC)c(CN3CCOCC3)c2)cc1 | -5.8 | 22.6 | 1.3 | -11.2 | 0.6 | -0.3 | -7.3 | -0.6 | -4.3 | 2.9
CCC(C(=O)OCC(=O)Nc1c(Cl)cccc1Cl)c1ccccc1 (centres undefined) | 2.6 | 2.5 | -13.1 | -3.7 | nt | -0.3 | -8.5 | 3.1 | 3.0 | 0.3
Cc1ccc(NC(=O)C(c2ccccc2)c2ccccc2)nc1 | 2.3 | 0.0 | 27.6 | -9.8 | -1.2 | 0.3 | 6.6 | 0.0 | -0.5 | -3.5
CC(=O)Nc1cccc(OCC(O)Cn2cnc3ccccc32)c1 (centres undefined) | -2.7 | 3.9 | -13.2 | -10.8 | 2.5 | i | 4.1 | -1.1 | -2.6 | 1.5
CCCCn1c(N)c(N(CC)C(=O)c2ccncc2)c(=O)[nH]c1=O | -2.1 | -7.3 | nt | -3.1 | 1.4 | 0.9 | 6.9 | 1.9 | nt | -7.7
O=C(c1ccc(Br)cc1)N(c1ccccn1)C1CCCCC1 | 1.9 | -11.4 | -15.2 | -15.3 | nt | -0.1 | 6.5 | 2.1 | 0.4 | 6.7

One compound at a time (already shown). Order of screens: FBA Mtb inh, GDH-TPI inh, VHR inh abs, SSB-PriA inh, BioA inh, BH1578 lux ind, MazEF act, Mtb UGM inh, SARS 3CLpro inh, Rv3671c inh
Record of `CN(Cc1ccccc1)C(=C(Cl)Cl)/C(=C1/NCCN1C)[N+](=O)[O-]` → -1.0, 3.0, 19.0, -4.6, nt, i, -17.4, 0.1, 2.2, 9.0
Record of `O=c1c2ccccc2nc(CSc2nnnn2-c2ccccc2)n1-c1ccccc1Cl` → 1.5, -3.0, 4.4, -5.5, -0.8, i, 1.3, -4.8, 3.1, 3.6
Record of `Cc1cc(C)cc(NC(=O)c2ccc(CNc3c(N4CCCC4)c(=O)c3=O)cc2)c1` → -0.5, -3.7, 12.5, -4.0, 0.0, -0.7, 0.0, -0.5, 0.0, -6.4
Record of `COc1cccc(CNC(=O)CCC(=O)N2CC(C)Oc3ccccc32)c1OC` (centres undefined) → 1.3, 2.9, -18.2, -3.8, -1.0, i, 7.9, 0.0, -7.0, 6.1
Record of `Cc1ccc(NCc2nnc3n2CCCCC3)c(C)c1` → 0.8, -7.4, 1.5, 3.1, nt, -0.4, 0.6, 0.2, 1.7, 7.6

Next section
SMILES | FBA Mtb inh | GDH-TPI inh | VHR inh abs | SSB-PriA inh | BioA inh | BH1578 lux ind | MazEF act | Mtb UGM inh | SARS 3CLpro inh | Rv3671c inh
CC(=O)Nc1ccc(Nc2ccccc2)cc1 | 5.6 | -2.4 | 17.6 | 2.8 | 0.3 | -0.4 | -5.8 | -2.1 | 4.0 | -0.6
Cc1cccc(C)c1NC(=O)CN(C)C(=O)C1=COCCO1 | -0.8 | -0.5 | nt | -7.1 | -1.0 | 0.4 | 3.2 | 1.6 | nt | 3.4
CCOC(=O)c1cccc(NC(=O)CCCn2c(=O)c3cccn3c3cccnc32)c1 | 1.6 | 11.6 | 12.3 | -6.8 | -0.5 | -5.6 | -11.1 | -3.0 | -4.9 | -7.1
COc1cc(NC(=O)c2cnc(NCc3ccccc3)nc2C)cc(OC)c1OC | -1.0 | 9.0 | 61.2 | -2.1 | -1.6 | i | 7.3 | 1.8 | -1.3 | -3.4
O=C(CCCCn1cnc2c(=S)nc[nH]c21)Nc1ccc(C(=O)O)cc1 | 1.3 | 22.5 | nt | -3.4 | -0.5 | -0.9 | 9.2 | nt | nt | nt
